bovine MsrA act: bovine MsrA enzyme activators, primary screen, biochemical, absorbance, HTS; Methionine sulfoxide reductase A (Bos taurus); purified bovine MsrA, absorbance read-out; activation, % at 10.6 µM; 0.3% of 360,000 active; AID 602163, 2012; in the data active = activation above about 7.5%;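 also: 0% = vehicle and 100% = reference activator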
MsrA inh: bovine MsrA enzyme inhibitors, primary screen, biochemical, absorbance, HTS. Methionine sulfoxide reductase A (Bos taurus). purified bovine MsrA, absorbance read-out. inhibition, % at 15.5 µM. 0.75% of 360,000 active. AID 651718, 2012; in the data active = inhibition above about 4.5%;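 also: 0% = vehicle wells with enzyme and 100% = reference inhibitor wells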
CSN inh: inhibitors of CSN-mediated cullin deneddylation, primary screen, biochemical, fluorescence polarization, uHTS; AID 651999, 2013; COP9 signalosome complex subunit 5 (Homo sapiens), Q92905; inhibition, % at 12.5 µM; Purified CSN, SCF-Nedd8-OG deneddylation; 0.38% of 360,000 active;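 active = pattern-corrected inhibition above about 35%, with an unprinted fluorescence ratio check between 0.5 and 1.5, limit read from the data, passing the limit was not always enough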;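 also: 0% = enzyme with substrate and 100% = substrate without enzyme; some results filed as inactive read as strong as hits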
Target sequence (Q92905 whole entry, looked up, one chain of several): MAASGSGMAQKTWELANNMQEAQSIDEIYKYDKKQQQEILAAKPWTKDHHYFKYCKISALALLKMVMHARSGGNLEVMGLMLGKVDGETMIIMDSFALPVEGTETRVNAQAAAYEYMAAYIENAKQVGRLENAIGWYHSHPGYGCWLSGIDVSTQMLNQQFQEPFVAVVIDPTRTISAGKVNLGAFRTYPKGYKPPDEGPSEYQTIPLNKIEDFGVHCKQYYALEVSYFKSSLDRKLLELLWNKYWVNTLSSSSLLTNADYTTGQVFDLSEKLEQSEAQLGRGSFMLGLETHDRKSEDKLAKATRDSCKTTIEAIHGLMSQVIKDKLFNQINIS
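assay system = purified human Csn5 enzyme expressed in HEK293T cells | amount = 0.24 nM enzyme | buffer or medium = Tris/NaCl/DTT buffer, pH 7.5 | reagent = 10 nM SCFSkp2-Nedd8OG | compound = one concentration, 12.5 µM, 0.25% DMSO | times = 90 min reaction at room temperature | signal = FP | read-out basis = % inhibition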
Rin1-Abl PPI inh: inhibitors of Rin1-Abl protein binding, primary screen, biochemical, TR-FRET; 0.4% of 360,000 active; Tyrosine-protein kinase ABL1 (Homo sapiens) + Ras and Rab interactor 1 (Homo sapiens), …; AID 588664, 2011; inhibition, % at 7.35 µM; in the data active = inhibition above about 5%, passing the limit was not always enough
MLLE-PAM2 inh: inhibitors of PABP1 MLLE–PAM2 peptide binding, primary screen, biochemical, fluorescence polarization, FITC-PAM2, GST-MLLE | inhibition, % at 20 µM | 0.36% of 360,000 active | Polyadenylate-binding protein 1 (Homo sapiens), P11940; in the data active = inhibition above about 35%, passing the limit was not always enough;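 also: plate controls were DMSO wells with GST-MLLE for no effect and wells lacking GST-MLLE protein for full effect; some results filed as inactive read as strong as hits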
Target sequence (P11940 whole entry, looked up): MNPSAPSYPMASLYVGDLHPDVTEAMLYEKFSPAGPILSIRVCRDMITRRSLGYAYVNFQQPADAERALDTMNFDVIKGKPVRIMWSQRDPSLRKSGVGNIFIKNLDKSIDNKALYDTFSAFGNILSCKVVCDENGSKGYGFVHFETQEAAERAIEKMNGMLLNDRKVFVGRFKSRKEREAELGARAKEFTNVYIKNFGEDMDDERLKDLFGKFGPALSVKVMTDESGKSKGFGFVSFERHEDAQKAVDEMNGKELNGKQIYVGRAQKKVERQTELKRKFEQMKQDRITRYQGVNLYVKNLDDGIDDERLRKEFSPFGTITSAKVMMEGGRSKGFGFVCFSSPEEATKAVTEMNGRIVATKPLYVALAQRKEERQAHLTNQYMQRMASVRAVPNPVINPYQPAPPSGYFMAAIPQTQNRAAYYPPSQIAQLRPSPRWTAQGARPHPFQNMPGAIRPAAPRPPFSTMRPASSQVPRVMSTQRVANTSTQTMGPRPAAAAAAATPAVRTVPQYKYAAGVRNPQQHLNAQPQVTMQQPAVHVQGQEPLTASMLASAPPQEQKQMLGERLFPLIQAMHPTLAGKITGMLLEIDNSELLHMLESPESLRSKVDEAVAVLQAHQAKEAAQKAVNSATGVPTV
E coli Lon inh: inhibitors of E. coli Lon protease, primary screen, biochemical, fluorescence polarization; purified E. coli Lon protease; inhibition, % at 7.94 µM; 0.42% of 360,000 active; in the data active = inhibition above about 13%, passing the limit was not always enough;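 also: 0% = enzyme with probe and DMSO and 100% = no enzyme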
FAS-TE inh: FAS thioesterase domain inhibitors, primary screen, biochemical, fluorescence intensity, uHTS; 0.67% of 360,000 active; inhibition, % at 15 µM; recombinant FAS-TE, OMFH fluorogenic substrate, fluorescence endpoint; Fatty acid synthase (Homo sapiens), P49327;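 active = compounds whose normalised, plate-corrected inhibition of enzyme fluorescence in the single-dose primary screen is 50% or more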;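 also: 0% = DMSO with enzyme and 100% = substrate without enzyme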
Neddyl block: inhibitors of cullin neddylation, primary screen, biochemical, TR-FRET, uHTS, NAE and Ubc12; calls only at 25 µM; NEDD8-conjugating enzyme Ubc12 (Homo sapiens) + NEDD8-activating enzyme E1 regulatory …; 0.58% of 360,000 active; in the data active = inhibition above about 36%
Tb MetRS inh: T. brucei MetRS inhibitors, primary screen, biochemical, luminescence; methionyl-tRNA synthetase (Trypanosoma brucei brucei); inhibition, % at 11.9 µM; AID 624268, 2012; purified T. brucei MetRS, ATP depletion, Kinase-Glo luminescence; 0.4% of 360,000 active;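 active = inhibition above a per-plate cutoff of the control wells' mean inhibition plus 3 SD, cut at about 5.5% in these data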;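 also: 0% = DMSO wells median and 100% = median of wells with control inhibitor compound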
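Material: T. brucei methionyl-tRNA synthetase, purified; reagent: substrates ATP, L-methionine and bulk Escherichia coli tRNA; dosing: 11.9 µM single point; timing: 15 min plus 2 h at 25 °C; detection: luminescence of leftover ATP; evaluation: % inhibition; control set: DMSO-only wells as low control; replicates: singlicate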
Starred values were filed as active, the others as inactive.

For Cc1cccc(N2CCN(Cc3ccc([N+](=O)[O-])o3)CC2)c1C the results were bovine MsrA act 0, MsrA inh -0.2, CSN inh 2, Rin1-Abl PPI inh 0, MLLE-PAM2 inh 4, E coli Lon inh 4, FAS-TE inh 4, Neddyl block inactive and Tb MetRS inh -0.1.
COc1ccc2nc(C)cc(Nc3ccc(C)cc3)c2c1 was read as bovine MsrA act -3, MsrA inh 4.3, CSN inh 3, Rin1-Abl PPI inh -5, MLLE-PAM2 inh -14, E coli Lon inh -5, FAS-TE inh -4, Neddyl block inactive and Tb MetRS inh 0.9.
For Cc1cccc(N2CCN(S(=O)(=O)c3ccc(Cl)nc3)CC2C)c1 (stereo not drawn) the results were bovine MsrA act -3, MsrA inh 1.7, CSN inh -1, Rin1-Abl PPI inh 2, MLLE-PAM2 inh 10, E coli Lon inh -8, FAS-TE inh 15, Neddyl block inactive and Tb MetRS inh -0.2.
Screening CNc1nc(CCN2C(=O)c3ccccc3C2=O)cs1 returned bovine MsrA act -5, MsrA inh 0.1, CSN inh 1, Rin1-Abl PPI inh 3, MLLE-PAM2 inh 18, E coli Lon inh -4, FAS-TE inh -5, Neddyl block inactive and Tb MetRS inh -0.8.
CCN(CC)C(=O)CC(c1ccc(F)cc1)c1ccco1 (stereo not drawn) was read as bovine MsrA act -3, MsrA inh 0.4, CSN inh 1, Rin1-Abl PPI inh 2, MLLE-PAM2 inh -5, E coli Lon inh -17, FAS-TE inh -2, Neddyl block inactive and Tb MetRS inh -1.1.
CCOP(=O)(OCC)C(NC(=O)c1cccs1)C(F)(F)F (stereo not drawn) was read as bovine MsrA act -8, MsrA inh -0.8, CSN inh 3, Rin1-Abl PPI inh 2, MLLE-PAM2 inh -8, E coli Lon inh 1, FAS-TE inh -10, Neddyl block inactive and Tb MetRS inh -0.8.
For O=C(c1ccccc1)N1CCn2c(nc3ccccc32)C1 the results were bovine MsrA act -3, MsrA inh -0.5, CSN inh 0, Rin1-Abl PPI inh -6, MLLE-PAM2 inh -8, E coli Lon inh -9, FAS-TE inh -4, Neddyl block inactive and Tb MetRS inh -0.5.
CCOC(=O)N1CCN(C(=O)C[C@@H]2C[C@@]3(C(=O)OCC)CCC=C3N(Cc3cccc4ccccc34)C2=O)CC1 was read as bovine MsrA act 0, MsrA inh -0.5, CSN inh -4, E coli Lon inh -5, FAS-TE inh 3, Neddyl block inactive and Tb MetRS inh 0.7.
For COc1ccc(OC)c(NC(=O)C2(C)CCN2CCOc2ccccc2)c1 (stereo not drawn) the results were bovine MsrA act 2, MsrA inh 0.1, CSN inh -3, Rin1-Abl PPI inh 1, MLLE-PAM2 inh 9, E coli Lon inh -6, FAS-TE inh 16, Neddyl block inactive and Tb MetRS inh 0.5.
Screening N#Cc1nc(COc2ccccc2Cl)oc1NCc1ccc(F)cc1 returned bovine MsrA act -3, MsrA inh -0.9, CSN inh 6, Rin1-Abl PPI inh -4, MLLE-PAM2 inh 3, E coli Lon inh 4, FAS-TE inh 2, Neddyl block inactive and Tb MetRS inh -0.6.
`CCOc1ccc(S(=O)(=O)Nc2ccc(C(=O)NCC3CCCO3)cc2)cc1` (stereo not drawn) gave bovine MsrA act -4, MsrA inh -0.7, CSN inh -1, Rin1-Abl PPI inh 0, MLLE-PAM2 inh 0, E coli Lon inh 2, FAS-TE inh -6, Neddyl block inactive and Tb MetRS inh -0.6.
Screening CCOc1ccccc1Nc1cc(C)nc2nc(C)nn12 returned bovine MsrA act -4, MsrA inh 0.2, CSN inh -6, Rin1-Abl PPI inh -1, MLLE-PAM2 inh -5, E coli Lon inh -12, FAS-TE inh 1, Neddyl block inactive and Tb MetRS inh 0.4.
For COc1ccccc1NC(=O)c1sc2nc(N3CCOCC3)c3c(c2c1N)CCCC3 the results were bovine MsrA act -1, MsrA inh 1.2, CSN inh 1, Rin1-Abl PPI inh -4, MLLE-PAM2 inh 8, E coli Lon inh -7, FAS-TE inh 17, Neddyl block inactive and Tb MetRS inh 0.4.
For CCC(CC)C(=O)N(C)c1c(C)nc2c(OCc3ccccc3OC)cccn12 the results were bovine MsrA act -1, MsrA inh -0.7, CSN inh 2, Rin1-Abl PPI inh -2, MLLE-PAM2 inh 6, E coli Lon inh 1, FAS-TE inh 3, Neddyl block inactive and Tb MetRS inh -0.4.
For O=C(c1csc(Nc2ccccc2Cl)n1)N1CCCC1 the results were bovine MsrA act -1, MsrA inh -0.1, CSN inh 0, Rin1-Abl PPI inh 1, MLLE-PAM2 inh 13, E coli Lon inh 3, FAS-TE inh -3, Neddyl block inactive and Tb MetRS inh -0.7.
`Cc1ccc(S(=O)(=O)Nc2cccc(C(=O)N3CCC(C(N)=O)CC3)c2)cc1` gave bovine MsrA act -5, MsrA inh 1.2, CSN inh 3, Rin1-Abl PPI inh -3, MLLE-PAM2 inh 6, E coli Lon inh -9, FAS-TE inh 3, Neddyl block inactive and Tb MetRS inh -0.3.
Screening Cc1nc(N2N=C3/C(=C/c4ccc(F)cc4)CCCC3C2c2ccc(F)cc2)sc1C(=O)N(C)C (stereo not drawn) returned bovine MsrA act -6, MsrA inh 1.4, CSN inh 4, Rin1-Abl PPI inh -2, MLLE-PAM2 inh -3, E coli Lon inh -14, FAS-TE inh 23 and Tb MetRS inh -0.3.
For CCc1nnc(NC(=O)c2cccnc2SC)s1 the results were bovine MsrA act -5, MsrA inh 1.9, CSN inh 4, Rin1-Abl PPI inh 1, MLLE-PAM2 inh -7, E coli Lon inh -7, FAS-TE inh -2, Neddyl block inactive and Tb MetRS inh -0.8.
Cn1c(=O)cc(OCCCC(=O)Nc2cccnc2)c2ccccc21 was read as bovine MsrA act -2, MsrA inh -0.1, CSN inh -6, Rin1-Abl PPI inh -4, MLLE-PAM2 inh 10, E coli Lon inh -4, FAS-TE inh -4, Neddyl block inactive and Tb MetRS inh 0.0.
`COc1cccc(N2CCN(Cc3cccnc3)CC2)c1` gave bovine MsrA act -3, MsrA inh 2.7, CSN inh -3, Rin1-Abl PPI inh -1, MLLE-PAM2 inh -1, E coli Lon inh -10, FAS-TE inh -5, Neddyl block inactive and Tb MetRS inh -0.5.

Ordered by heavy-atom count (high to low): part of the list above
For CCC(CC)C(=O)N(C)c1c(C)nc2c(OCc3ccccc3OC)cccn12 the results were bovine MsrA act -1, MsrA inh -0.7, CSN inh 2, Rin1-Abl PPI inh -2, MLLE-PAM2 inh 6, E coli Lon inh 1, FAS-TE inh 3, Neddyl block inactive and Tb MetRS inh -0.4.
`CCOc1ccc(S(=O)(=O)Nc2ccc(C(=O)NCC3CCCO3)cc2)cc1` (stereo not drawn) gave bovine MsrA act -4, MsrA inh -0.7, CSN inh -1, Rin1-Abl PPI inh 0, MLLE-PAM2 inh 0, E coli Lon inh 2, FAS-TE inh -6, Neddyl block inactive and Tb MetRS inh -0.6.
`COc1cccc(N2CCN(Cc3cccnc3)CC2)c1` gave bovine MsrA act -3, MsrA inh 2.7, CSN inh -3, Rin1-Abl PPI inh -1, MLLE-PAM2 inh -1, E coli Lon inh -10, FAS-TE inh -5, Neddyl block inactive and Tb MetRS inh -0.5.
For O=C(c1csc(Nc2ccccc2Cl)n1)N1CCCC1 the results were bovine MsrA act -1, MsrA inh -0.1, CSN inh 0, Rin1-Abl PPI inh 1, MLLE-PAM2 inh 13, E coli Lon inh 3, FAS-TE inh -3, Neddyl block inactive and Tb MetRS inh -0.7.
For CCc1nnc(NC(=O)c2cccnc2SC)s1 the results were bovine MsrA act -5, MsrA inh 1.9, CSN inh 4, Rin1-Abl PPI inh 1, MLLE-PAM2 inh -7, E coli Lon inh -7, FAS-TE inh -2, Neddyl block inactive and Tb MetRS inh -0.8.

(list continues)
O=C(C[n+]1ccccc1)Nc1ccccc1C(F)(F)F was read as bovine MsrA act 0, MsrA inh 0.1, CSN inh 3, Rin1-Abl PPI inh 3, MLLE-PAM2 inh 5, E coli Lon inh -4, FAS-TE inh -2, Neddyl block inactive and Tb MetRS inh 0.1.
For COc1ccc(C2c3[nH]c4ccccc4c3C[C@H]3C(=O)N(CCCO)CC(=O)N23)cc1OC (stereo partly drawn) the results were bovine MsrA act -1, MsrA inh -1.1, CSN inh 7, Rin1-Abl PPI inh 5, MLLE-PAM2 inh -11, E coli Lon inh -1, FAS-TE inh -4, Neddyl block inactive and Tb MetRS inh 0.1.
Screening CC[C@]12c3[nH]c4ccccc4c3CCN1C(=O)C(CC(=O)NCCCN(C)C)C[C@@H]2C(=O)N1CCN(C(=O)C2CC2)CC1 (stereo partly drawn) returned bovine MsrA act -7, MsrA inh 1.0, CSN inh -6, Rin1-Abl PPI inh -1, MLLE-PAM2 inh 0, E coli Lon inh -19, FAS-TE inh -5, Neddyl block inactive and Tb MetRS inh -2.6.
For COc1ccccc1NC(=O)C(Sc1ccccc1)c1ccccc1 (stereo not drawn) the results were bovine MsrA act 0, MsrA inh 0.6, CSN inh -1, Rin1-Abl PPI inh 0, MLLE-PAM2 inh 4, E coli Lon inh 0, FAS-TE inh 22, Neddyl block inactive and Tb MetRS inh 0.1.
Cc1ccccc1-c1noc(C(C)NC(=O)c2ccco2)n1 (stereo not drawn) was read as bovine MsrA act -1, MsrA inh 1.0, CSN inh 0, Rin1-Abl PPI inh -1, MLLE-PAM2 inh 1, E coli Lon inh 3, FAS-TE inh -9, Neddyl block inactive and Tb MetRS inh 0.0.
`Cc1ccccc1NC(=S)N1CCN(Cc2ccccc2)CC1` gave bovine MsrA act -10, MsrA inh -0.3, CSN inh -1, Rin1-Abl PPI inh 3, MLLE-PAM2 inh -81, E coli Lon inh -1, FAS-TE inh -3, Neddyl block inactive and Tb MetRS inh -1.1.
`CCc1ccc(C(=O)COC(=O)c2cc([N+](=O)[O-])ccc2N2CCOCC2)cc1` gave bovine MsrA act 0, MsrA inh 3.2, CSN inh -1, Rin1-Abl PPI inh 0, MLLE-PAM2 inh -1, E coli Lon inh -1, FAS-TE inh 80*, Neddyl block inactive and Tb MetRS inh -0.4.
Screening CC(=O)NCCC(=O)Nc1sc2c(c1-c1nc3ccccc3[nH]1)CCCC2 returned bovine MsrA act -1, MsrA inh 1.2, CSN inh 2, Rin1-Abl PPI inh -1, MLLE-PAM2 inh -7, E coli Lon inh -7, FAS-TE inh 1 and Tb MetRS inh -0.3.
Screening O=C(NC1CCCCC1)C(c1ccc2ncccc2c1)N(Cc1ccc(F)cc1)C(=O)c1ccc2c(c1)OCCO2 (stereo not drawn) returned bovine MsrA act -3, MsrA inh -0.2, CSN inh 1, Rin1-Abl PPI inh 3, MLLE-PAM2 inh -3, E coli Lon inh -2, FAS-TE inh 21, Neddyl block inactive and Tb MetRS inh -0.9.

High-throughput results as filed in PubChem BioAssay.
